Eya2 inh = Eya2 (human) phosphatase inhibition; Potency, µM (titrated, usually from 76.9 µM), for inactives: at the top dose activity, negative = inhibition, hits mostly inhibitors; actives 0.006% (n = 330,000); recombinant Eya2, OMFP fluorescence dephosphorylation (OMFP is methylfluorescein phosphate); AID 488837; O00167; also: potency is read from the fitted curve at half-maximal effect; % is scaled to controls: 0 for no effect and ±100 for the full control effect
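Eya2 protein (added as 0.2 uM solution) was preincubated with compound for 10 min at ambient temperature in 50 mM HEPES pH 7.5, 50 mM NaCl, 5 uM MgCl2, 0.05% BSA, 1 mM DTT. OMFP (added at 50 uM) then reacted 10 min; fluorescence read at 485/525 nm.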
TSG101-PTAP inh = blocks PTAP/TSG101 interaction to inhibit HIV-1 budding; Potency, µM (highest dose often 115 µM), for inactives: at the highest dose activity change, negative = inhibition, most hits filed as inhibitors; AID 493005; 340,000 tested, under 10 active; Fluorescence polarization, FITC-PTAP peptide / Tsg101 binding; active = well fitted inhibition curve with a large enough effect in the main read-out, with a control signal flat, not every such curve was filed as active; inconclusive = small, poorly fitted or top-dose-only effect, or effect the other way, or a change in a side signal; inactive = no such curve, though single readings can be large or run the other way; also: potency is read from the fitted curve at half-maximal effect; % of control where 0% means no effect
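Steps: Tsg101 binding domain dispensed (10 uM final), compounds pinned in DMSO, FITC-labeled PTAP-motif peptide added (50 nM final); after 20 min binding at room temperature, polarization measured.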
TSHR antagonist = human thyrotropin receptor antagonism; P16473; TSHR-expressing cells, TSH-stimulated cAMP HTRF, 2 h; stronger effect = lower value; activity change, negative = inhibition, % at 11.5 µM; actives 0.2% (n = 330,000); AID 504810;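 active = activity change below a set negative limit, meaning inhibition stronger than a set level, cut at about -70% in these data; inconclusive = activity change between two set negative limits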; also: % is scaled to controls: 0 for no effect and ±100 for the full control effect
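Inhibition of cAMP made by TSHR-expressing cells under TSH stimulation (4nM final, EC80; 2 h, 37 deg C) is quantified with a one-step lysis HTRF kit, anti-cAMP cryptate versus cAMP-d2.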
TCR activator = activates T cell receptor signaling. Potency, µM (doses to about 9.22 µM), for inactives: at the top dose activation of IL-2 secretion, actives largely listed as activators. primary human leukocytes, anti-CD3, IL-2 HTRF, 48 h. 330,000 tested, under 10 active. AID 504894; also: % of control where 0% means no effect
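IL-2 produced over 48 hr by a-CD3 bead-stimulated primary human leukocytes exposed to compounds was detected with a homogeneous time-resolved FRET immunoassay, 665nm acceptor signal after 320nm excitation.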
B2AR arrestin = recruits beta-arrestin to the human beta2-adrenergic receptor | beta-arrestin recruitment to beta2AR, cell-based reporter | Potency, µM (top dose mostly 46.1 µM), inactives show top-dose activation, hits mostly activators | actives 0.02% (n = 330,000) | AID 492947;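 also: potency is read from the fitted curve at half-maximal effect; 0% = DMSO controls and full agonism = EC100 isoproterenol or metaproterenol; nearly all actives have a fitted effect of over 65% in size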
Target sequence (P07550 whole entry, looked up): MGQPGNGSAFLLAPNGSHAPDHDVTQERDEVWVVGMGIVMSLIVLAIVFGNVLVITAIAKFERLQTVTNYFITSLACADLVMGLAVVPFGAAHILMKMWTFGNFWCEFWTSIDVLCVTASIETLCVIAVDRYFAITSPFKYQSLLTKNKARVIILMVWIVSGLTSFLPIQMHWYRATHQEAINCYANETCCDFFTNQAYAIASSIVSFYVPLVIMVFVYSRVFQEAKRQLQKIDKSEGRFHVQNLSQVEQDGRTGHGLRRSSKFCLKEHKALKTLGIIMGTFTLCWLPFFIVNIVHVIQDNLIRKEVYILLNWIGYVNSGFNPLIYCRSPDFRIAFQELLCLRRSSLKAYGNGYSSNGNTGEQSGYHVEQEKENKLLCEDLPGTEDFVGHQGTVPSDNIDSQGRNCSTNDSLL
Chronic BCR inh = blocks chronic active B-cell receptor signaling | ABC-DLBCL IkBa-CBG/CBR reporter, luminescence ratio, 4 h | Potency, µM (top dose mostly 46.1 µM), without a hit: at the highest dose ratio change, negative = lower green/red ratio, most hits filed as inhibitors | actives 0.05% (n = 340,000) | AID 493014; active = well fitted inhibition curve with a large enough effect in the signal ratio, with a control signal flat, not every such curve was filed as active; inconclusive = small, poorly fitted or top-dose-only effect, or effect the other way, or a change in a side signal; the % refers to the signal ratio;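 also: potency is read from the fitted curve at half-maximal effect; plate controls were basal doxycycline-induced cells for no effect and cells given 10 µM MG132 for full effect; MG132 reads +100%, hits lower the ratio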
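TMD8 human ABC-DLBCL cells with doxycycline-inducible IκBα–green luciferase fusion and unfused red luciferase, in 0.5% FBS medium; compounds up to 46 uM, 4 h at 37C. Green/red luminescence ratio, filter-overlap corrected, fitted to concentration-response curves.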
ELG1 DNA repair = blocks ELG1-dependent DNA repair in HEK293T cells; HEK293T ELG1-luciferase reporter, luminescence, 16 h; DNA damage induced by 5-fluorouridine; Potency, µM (top dose mostly 46.1 µM), for inactives: at the top dose activity change, negative = inhibition, most hits filed as inhibitors; actives 2.3% (n = 330,000); AID 504467; also: potency is read from the fitted curve at half-maximal effect; % is scaled to controls: 0 for no effect and ±100 for the full control effect; nearly all actives have a fitted effect of over 55% in size
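Overnight (16 hr) co-exposure of 2,000 cells/well to 5-fluorouridine and compound at 37 °C preceded detection. Luciferase was quantified via ONE-Glo luminescence; loss of signal denotes inhibition.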
USP2a block = blocks human ubiquitin-specific protease USP2a. actives 0.01% (n = 330,000). USP2 core, Ub-CHOP2 coupled fluorogenic reporter, 485/531. O75604. AID 463254. Potency, µM (series often up to 38.3 µM), for the others: at the top dose activity change, negative = inhibition, actives largely listed as inhibitors;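 also: potency is read from the fitted curve at half-maximal effect; plate controls were DMSO wells for no effect and full inhibition by NEM control for full effect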
Target sequence (O75604 whole entry, looked up): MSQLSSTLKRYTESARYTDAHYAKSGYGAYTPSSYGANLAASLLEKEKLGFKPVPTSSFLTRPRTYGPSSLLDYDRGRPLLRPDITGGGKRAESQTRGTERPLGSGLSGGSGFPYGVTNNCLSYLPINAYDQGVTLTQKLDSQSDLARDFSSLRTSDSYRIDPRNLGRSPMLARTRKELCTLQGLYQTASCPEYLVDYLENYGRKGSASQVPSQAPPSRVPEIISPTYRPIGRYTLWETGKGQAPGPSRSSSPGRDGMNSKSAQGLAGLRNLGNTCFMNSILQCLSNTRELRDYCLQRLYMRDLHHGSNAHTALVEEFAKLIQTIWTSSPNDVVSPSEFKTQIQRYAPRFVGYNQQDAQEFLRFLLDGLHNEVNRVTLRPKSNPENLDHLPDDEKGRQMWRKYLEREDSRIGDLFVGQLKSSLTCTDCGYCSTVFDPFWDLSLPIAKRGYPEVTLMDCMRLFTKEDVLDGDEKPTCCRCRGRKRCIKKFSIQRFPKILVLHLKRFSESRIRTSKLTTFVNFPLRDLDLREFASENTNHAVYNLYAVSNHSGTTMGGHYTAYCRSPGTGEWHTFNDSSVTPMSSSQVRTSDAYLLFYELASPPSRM
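USP2 core (10nM final) preincubated 30min RT with compound in 20mM Tris-HCl pH 8.0, 2mM CaCl2, 2mM beta-mercaptoethanol, 0.05% CHAPS; 25nM Ub-CHOP2 plus 25nM reporter substrate added, fluorescence (Ex485/Em531) read after 60min.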
uPA generation = blocks generation of uPA at the cell surface. Potency, µM (series often up to 38.3 µM), inactives show at the highest dose activity change, negative = inhibition, most hits filed as inhibitors. cell surface uPA generation assay, qHTS. AID 540303. actives 0.31% (n = 330,000); active = well fitted inhibition curve with a large enough effect; inconclusive = small, poorly fitted or top-dose-only effect; inactive = no such curve, though single readings can be large or run the other way; tested in mouse RAW 264.7 cells; also: potency is read from the fitted curve at half-maximal effect; % is scaled to controls: 0 for no effect and ±100 for the full control effect; nearly all actives have a fitted effect of over 55% in size
Tb PFK inh = blocks T. brucei phosphofructokinase; O15648; T. brucei PFK, ADP-Glo luminescence; Potency, µM (series often up to 57.5 µM), inactives show top-dose activity, negative = inhibition, hits mostly inhibitors; actives 0.17% (n = 330,000); AID 485367;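 also: potency is read from the fitted curve at half-maximal effect; 0% = uninhibited 1x PFK enzyme wells and -100% = no-enzyme wells; nearly all actives have a fitted effect of over 60% in size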
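In TEA buffer at pH 8.0 with 5 mM MgCl2, enzyme (1.25 nM) converted F6P (0.5 mM) and ATP (0.1 mM) for 45 min at room temperature. ADP product was read by luciferase luminescence.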
Mito fusion yeast = inhibitors of mitochondrial division or activators of mitochondrial fusion. S. cerevisiae fusion-defective mutant growth rescue, CellTiterGlo 48 h. Potency, µM (doses to about 46.1 µM), for the others: at the highest dose growth rescue (activation), most hits filed as activators. actives 0.23% (n = 320,000). AID 485298;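 also: potency is read from the fitted curve at half-maximal effect; % of control where 0% means no effect; nearly all actives have a fitted effect of over 45% in size; temperature-sensitive fusion mutants such as fzo1-1 at 37 °C on non-fermentable ethanol glycerol medium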
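Growth-rescue viability read-out: after 48 h at the non-permissive 37C in glycerol/ethanol YPEG, yeast mitochondrial fusion mutants are measured by CellTiterGlo luminescence; compounds (23 nl pinned per well) restoring growth score as division inhibitors or fusion activators.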
Numbers without * were called inactive; ? = inconclusive; . = no result given; [ ] = dose if it differs, or a comment. Unless noted, calls follow the shape of the dose curve; as a rule, active = well fitted curve in the direction sought with a large enough effect; inconclusive = small, poorly fitted or top-dose-only effect, or another doubt; inactive = no such curve, though single readings can be large; an effect the other way counts as inactive or inconclusive. Outcome played no part in choosing rows; overall some 3% were active at least once.

SMILES	Eya2 inh	TSG101-PTAP inh	TSHR antagonist	TCR activator	B2AR arrestin	Chronic BCR inh	ELG1 DNA repair	USP2a block	uPA generation	Tb PFK inh	Mito fusion yeast
CCOc1ccc(CCNC(=O)c2ccc(F)c(S(=O)(=O)N3CCOCC3)c2)cc1OCC	1%	-1%	14	9%	-1.0%	4%	-7%	-1%	0%	2%	-1%
O=S(=O)(c1ccc(Cl)cc1)N1CCN2CCCC2C1 (configuration not stated)	-1%	-4%	1	4%	0.0%	0%	21%	1%	1%	-3%	4%
CCOC(=O)/C(C#N)=N/Nc1ccccc1C(=O)O	16%	-7%	-7	9%	0.0%	-25%	-7%	0%	2%	2%	-8%
Cc1c(NC(=O)C(C)Sc2ccc3ccccc3n2)c(=O)n(-c2ccccc2)n1C (configuration not stated)	-14%	-3%	6	-10%	0.4%	7%	-1%	-3%	-2%	3%	-2%
CCOc1ccccc1NC1=NCC(=O)N1Cc1ccc(F)cc1	15%	-13%	15	-16%	0.1%	-1%	0%	0%	1%	2%	-2%
Cc1ccc(S(=O)(=O)N2CCN(C(=O)CN3CCN(C)CC3)C2)cc1	?	-3%	-9	-1%	0.5%	-8%	0%	1%	-3%	1%	1%
O=C(COC(=O)c1nc(Cl)ccc1Cl)NC1CCCCCC1	17%	-1%	0	-1%	-0.3%	0%	20%	2%	17%	2%	4%
Cc1nc2ccc(S(=O)(=O)Nc3ccc(-c4nc5cccnc5s4)cc3)cc2s1	2%	0%	-6	8%	-0.5%	0%	?	-1%	13%	-1%	?
CCc1cc(=O)oc2cc(OCC=C(C)C)ccc12	-6%	-1%	12	2%[46.1 µM]	-0.6%	?	?	2%	-14%	-3%	11%
O=C(c1cc(COc2ccc3ncccc3c2)on1)N1CCC[C@H]1CO	5%	-1%	-12	-38%	3.7%	2%	20%	-1%	?	2%	2%
CCOc1nc(-c2ccccc2)ccc1-c1noc(-c2ccco2)n1	6%	-1%	-19	-6%[46.1 µM]	0.1%	9%	-5%	-2%	11%	1%	8%
O=C(Cn1c(=O)n(-c2ccccc2)c(=O)n1CC(=O)N1CCCCC1)N1CCCCC1	8%	-4%	-3	4%	-0.2%	-6%	-4%	-1%	3%	0%	-1%
COCCN(C(=O)c1ccc2ccccc2c1)c1c(N)n(Cc2ccccc2)c(=O)[nH]c1=O	21%	1%	30	1%	0.0%	2%	-5%	7%	5%	-10%	-6%
O=C(Nc1cnn(Cc2ccc(Cl)c(Cl)c2)c1)C12CC3CC(CC(C3)C1)C2	0%	-3%	-12	-14%[46.1 µM]	-1.0%	28%	?	5%	-7%	?	-4%
CN(C)S(=O)(=O)c1cccc(NC(=O)COc2ccc(S(=O)(=O)N3CCOCC3)cc2Cl)c1	-13%	-1%	-1	1%	-0.1%	5%	2%	1%	1%	-3%	.
CCOC(=O)/C(C#N)=C/N1CCOCC1	3%	-3%	-5	3%	-0.1%	1%	?	8%	-2%	12%	-2%
COc1ccc(CCNC(=O)CSc2nnc(-c3cccc(C)c3)o2)cc1OC	-4%	-5%	6	-4%	0.3%	-10%	?	1%	-4%	4%	-3%
Cc1ccc(Nc2ccc([N+](=O)[O-])nc2[N+](=O)[O-])cc1	-7%	-1%	4	4%	-0.1%	10%	4%	-1%	?	0%	-4%
CCCCCCCCc1nnc(NC(=O)c2ccco2)s1	-18%	0%	-18	2%	-0.1%	15%	-2%	0%	4%	1%	2%
CCc1ccc(/C=N/NC(=O)c2nnn(-c3nonc3N)c2CN2CCc3ccccc32)cc1	14%	0%	-17	-4%	-0.4%	13%	?	0%	2%	0%	-15%
O=C(COc1ccc(Cl)cc1)NCc1n[nH]c(=O)c2ccccc12	2%	0%	-4	2%	0.2%	0%	4%	1%	-2%	10%	4%
CC1CCCC(C)N1CCCNC(=O)Cn1ncc2c([nH]c3ccccc32)c1=O (configuration not stated)	-5%	-10%	-3	3%	0.0%	-7%	1%	1%	0%	-1%	3%
COc1ccc(-c2nnc(SCC(=O)c3[nH]c(C)c(C(C)=O)c3C)o2)cc1	24%	-8%	-14	1%	0.3%	?	?	0%	4%	0%	0%
O=c1cc(CSc2nnnn2-c2ccc(O)cc2)nc2sccn12	0%	1%	30	-3%	0.3%	6%	0%	5%	-2%	-13%	-4%
C=CCn1c(SCC(=O)c2ccc(Br)cc2)nnc1C(CC(C)C)NC(=O)c1cccs1 (configuration not stated)	-9%	0%	-12	2%	0.4%	14%	1%	-2%	-4%	3%	1%
COCCn1c(-c2ccc(Cl)cc2)cnc1SCC(=O)NCCc1ccc(OC)c(OC)c1	-21%	-2%	-3	2%[46.1 µM]	0.0%	-9%	?	-2%	0%	0%	0%
CCc1ccc(NC(=O)C(=O)NCCN2CCN(S(C)(=O)=O)CC2)cc1	0%	-1%	12	-7%	-0.2%	-3%	-8%	3%	-3%	-3%	-11%
CC1(C)O[C@@H]2[C@H](O1)[C@@H](COS(=O)(=O)O)O[C@H]2n1cc(Br)c(=O)[nH]c1=O	-2%	-2%	4	-3%	-0.8%	-1%	?	2%	15%	0%	.
CCOP(=O)(OCC)C(NC(=O)c1ccc(OC)cc1)c1ccccc1 (configuration not stated)	5%	-8%	-5	-1%	-0.2%	3%	-11%	8%	-2%	1%	20%
COc1ccc(NS(=O)(=O)c2cccc(NC(=O)COc3ccccc3[N+](=O)[O-])c2)cc1	-6%	3%	-8	2%	-0.7%	-14%	?	-1%	0%	0%	.
COC(=O)c1ccc(NC(=O)CSc2nnc(-c3cccnc3)o2)cc1	-11%	-1%	.	-3%	-0.1%	-10%	4%	1%	1%	-12%	-9%
CCOC(=O)c1[nH]c2cc(OC)c(OC)cc2c1NC(=O)c1nonc1C	5%	-3%	0	-4%	0.3%	?	5%	1%	2%	5%	-1%
CCOC(=O)N1CCN(C(=O)c2cc(COc3c(F)cccc3F)on2)CC1	-2%	-5%	18	1%	2.4%	?	?	4%	19%	2%	1%
CCOc1ccc(S(=O)(=O)Nc2ccccc2C(=O)N(C)C2CCN(C)CC2)cc1	-1%	-2%	16	14%	0.2%	0%	9%	0%	-13%	-3%	0%
COc1cc(CN(C(=S)NCC(=O)N2CCCC2)C2CCCC2)cc(OC)c1OC	6%	-5%	-1	1%	-0.2%	?	?	-3%	0%	-2%	-1%
CC(=O)C(N=Nc1ccccc1)(Sc1nnc(-c2ccccc2)n1-c1ccccc1)C(=O)Nc1ccccc1 (configuration not stated)	23%	-1%	12	2%	0.4%	4%	-4%	0%	-4%	3%	3%
COCCCNC(=O)Cc1ccccc1OC	16%	-10%	4	-1%	-0.2%	-11%	-2%	0%	4%	0%	-5%
Cn1nc(C(=O)OCc2ccccc2F)c2ccccc2c1=O	3%	2%	-4	4%	-1.3%	3%	5%	2%	-11%	4%	10%
NC(=O)COC(=O)c1ccc2c(c1)S(=O)(=O)N=C1CCCCCN12	4%	2%	-1	-2%[46.1 µM]	-0.4%	3%	?	-1%	6%	-1%	-4%
COc1ccc(C(=O)N2CCC(C(=O)Nc3ccccc3OC)CC2)cc1	12%	0%	0	0%	-0.3%	1%	13%	-1%	1%	-10%	4%
COc1cc(CNCc2cccs2)cc(Br)c1OC	-16%	-4%	-1	5%	-1.1%	?	-15%	2%	2%	4%	-2%
CCOC(=O)C1(Cc2ccc(OC)cc2)CCN(C(=O)CCn2ccc(C)n2)CC1	-8%	-5%	-4	5%	-0.1%	10%	5%	5%	2%	1%	2%
O=C(COC(=O)c1ccc([N+](=O)[O-])o1)NC1CCCC1	-5%	-3%	-2	-4%[46.1 µM]	0.1%	?	4%	2%	-3%	-2%	.
CC(C)(C)OC(=O)C(Cc1ccc(OC(C)(C)C)cc1)NC(=O)CNC(=O)OCc1ccccc1 (configuration not stated)	-11%	0%	-6	0%[46.1 µM]	-0.8%	-3%	8.2µM*	-2%	-5%	-6%	3%
Cc1cc(N2CCN(S(=O)(=O)Cc3ccccc3)CC2)n2ncnc2n1	-17%	-5%	0	1%	0.7%	1%	12%	2%	.	-3%	-10%
CC(C)(C)OC(=O)C[C@H]1C/C=C\C[C@H](CC(=O)N[C@H](CO)Cc2ccccc2)C(=O)N[C@@H](Cc2ccccc2)COC1=O	2%	-2%	-2	2%	0.0%	1%	?	4%	8%	11%	.
CC(=O)N1CCN(c2ccc(Oc3ccc([N+](=O)[O-])c(C(F)(F)F)c3)cc2)CC1	3%	-6%	-28	-2%	0.5%	-2%	-14%	-2%	-7%	-10%	15%
